From PubChem BioAssay
OX1R antagonist: antagonists of human orexin 1 receptor; O43613; CHO/OX1R cells, Fluo-8 calcium fluorescence, orexin A; inhibition, % at 5 µM; 330,000 compounds, 0.43% hits; AID 434989;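 active = inhibition above its plate's threshold, mean inhibition of all tested compounds on the plate plus 3 SD, cut at about 37% in these data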;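 also: 0% = orexin A challenge wells and 100% = SB-334867-A antagonist wells; not every result past the cut was called active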
Target sequence (O43613 whole entry, looked up): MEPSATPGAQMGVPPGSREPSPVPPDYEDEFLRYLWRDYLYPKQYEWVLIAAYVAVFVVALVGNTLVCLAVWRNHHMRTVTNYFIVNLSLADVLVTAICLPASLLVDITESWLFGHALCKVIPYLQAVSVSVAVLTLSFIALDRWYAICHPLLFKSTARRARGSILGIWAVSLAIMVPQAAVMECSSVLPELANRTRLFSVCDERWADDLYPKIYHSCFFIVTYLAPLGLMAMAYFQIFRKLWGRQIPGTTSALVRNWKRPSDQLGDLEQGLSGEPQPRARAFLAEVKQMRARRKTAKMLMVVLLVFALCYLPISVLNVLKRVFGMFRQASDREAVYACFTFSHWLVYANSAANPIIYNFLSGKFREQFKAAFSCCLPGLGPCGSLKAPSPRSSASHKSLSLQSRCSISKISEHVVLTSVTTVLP
CHT allo act: allosterically activates the human high affinity choline transporter; Q9GZV3; B-score at 10 µM; CHT-expressing cells, membrane potential dye, choline EC20; active compounds read high; LV-AA mutant CHT in HEK293 cells; 310,000 compounds, 0.49% hits;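 active = initial fluorescence not abnormally high and integrated response B-score, plate-corrected, over 3 SD above library mean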
Target sequence (Q9GZV3 whole entry, looked up): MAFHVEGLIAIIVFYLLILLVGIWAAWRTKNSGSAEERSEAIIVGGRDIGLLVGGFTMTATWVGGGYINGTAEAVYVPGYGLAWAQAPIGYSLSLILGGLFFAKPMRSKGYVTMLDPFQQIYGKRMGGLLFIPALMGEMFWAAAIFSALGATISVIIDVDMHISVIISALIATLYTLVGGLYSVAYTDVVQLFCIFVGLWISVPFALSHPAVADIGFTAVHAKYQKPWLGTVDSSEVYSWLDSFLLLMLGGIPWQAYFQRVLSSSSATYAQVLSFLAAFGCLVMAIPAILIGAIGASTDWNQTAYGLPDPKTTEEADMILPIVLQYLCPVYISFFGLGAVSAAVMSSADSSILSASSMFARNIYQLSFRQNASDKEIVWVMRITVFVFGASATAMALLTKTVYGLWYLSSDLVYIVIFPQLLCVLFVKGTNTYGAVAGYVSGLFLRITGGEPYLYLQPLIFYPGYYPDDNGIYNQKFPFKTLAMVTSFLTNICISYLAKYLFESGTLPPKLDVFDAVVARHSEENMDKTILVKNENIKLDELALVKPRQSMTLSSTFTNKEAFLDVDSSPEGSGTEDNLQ
* hit, by the source's call; i = inactive; . = no result given; & = joins results of further samples.

SMILES	OX1R antagonist	CHT allo act
CSCCC(NC(=O)C1CCC(C)CC1)C(=O)NCCN1CCC(C)CC1 (stereo not given)	-27	i
Cc1cc(C)c(S(=O)(=O)c2ccccc2)c(Cl)n1	-11	i
Cc1ccc(O)c(-c2cc(C(=O)NCc3ccccc3)[nH]n2)c1	-31	i
Cc1ccccc1N=C(NO)c1cccnc1	-20	i
CCc1c(C(=O)NCc2cnn(C)c2)csc1C	-10	i
Cc1ccc(S(=O)(=O)N2CCN(c3ccccn3)CC2)cc1	1	i
CC(=O)c1ccc(NC(=O)Cn2nc(C)cc2C)cc1	-8	i
Cc1cc(C)c(NC(=O)c2sc3nc(C)[nH]c(=O)c3c2C)c(C)c1	0	i
Cc1ccc2[nH]c(=O)c3cc(C(=O)N(C)C4CCCCC4)sc3c2c1	-18	i
COc1ccc(/C=N/Nc2nc(-c3cccc(S(=O)(=O)N4CCCC4)c3)cs2)cc1OC	-15	i
COc1ccc(S(=O)(=O)NCCc2csc(-c3cccnc3)n2)cc1	-10	i
CCN1c2ccccc2-c2nc3ccccc3n2C1c1ccncc1 (stereo not given)	-42	i

Arranged by heavy-atom count (rising): 5 of the compounds above
SMILES	OX1R antagonist	CHT allo act
CCc1c(C(=O)NCc2cnn(C)c2)csc1C	-10	i
Cc1ccc(O)c(-c2cc(C(=O)NCc3ccccc3)[nH]n2)c1	-31	i
Cc1cc(C)c(NC(=O)c2sc3nc(C)[nH]c(=O)c3c2C)c(C)c1	0	i
Cc1ccc2[nH]c(=O)c3cc(C(=O)N(C)C4CCCCC4)sc3c2c1	-18	i
CSCCC(NC(=O)C1CCC(C)CC1)C(=O)NCCN1CCC(C)CC1 (stereo not given)	-27	i

Next section
SMILES	OX1R antagonist	CHT allo act
Cc1ccc(-c2nnn(CC(=O)N(c3cccc(O)c3)C(C(=O)NC(C)(C)C)c3cccs3)n2)o1 (stereo not given)	-20	i
COc1ccc(NC(=S)N2CCCC2)cc1	3	i
Cc1cc(=O)c2n(Cc3ccc(Cl)cc3)nc[n+]2[nH]1	-1	i
COc1cccc(NC(=O)NC(=O)c2c(C)cc(Cl)nc2Cl)c1	-25	i
CC1Cc2ccccc2N1Cc1cc(=O)c(OCC(=O)NCCc2ccccc2)co1 (stereo not given)	-25	i
CC(OC(=O)CCC(=O)N1CCN(S(=O)(=O)c2ccc3ccccc3c2)CC1)C(=O)NC(N)=O (stereo not given)	-19	i
Nc1nonc1-n1nnc(C(=O)N/N=C/c2ccncc2)c1CSc1ccccc1	-3	i
O=C(Cc1ccccc1[N+](=O)[O-])OCN1C(=O)c2ccccc2C1=O	-10	i
COc1ccc(N(CC(=O)Nc2ccccc2C(=O)NCCc2ccccc2)S(C)(=O)=O)cc1OC	-39	i
O=C(CNc1ccccc1)c1ccc([N+](=O)[O-])cc1	4	i
CC(C)(C)C(=O)Nc1cccc(-c2cc(-c3c(Cl)cccc3Cl)no2)c1	-8	i
COCCn1c(SCC(=O)N2CCCc3ccccc32)nc2cccnc21	-19	i
OCCNc1ncnc2c1sc1nc(N3CCOCC3)c3c(c12)CCC3	-11	i
CC(OC(=O)c1cn(-c2ccccc2)nc1-c1cccnc1)C(N)=O (stereo not given)	-1	i
O=C(NCCCN1CCCCCC1)c1ccc2c(Cl)c3c(nc2c1)CCCC3	-40	i
CC(C)(C)c1cc(NC(=O)COC(=O)C2CC2)n(-c2ccccc2)n1	-16	i
CC(=O)Nc1c(O)nc(SCC(=O)Nc2c(C)cccc2C)[nH]c1=O	5	i
Cc1cc(C(=O)N2CCCC(CO)(Cc3ccc(F)cc3)C2)c(C)o1 (stereo not given)	-19	i
COc1ccccc1CC(=O)N1CCN(S(=O)(=O)c2ccccc2)CC1	-15	i
O=C(c1cc2c(=O)n3ccccc3nc2s1)N1CCc2ccccc2C1	-15	i
CC(=O)OCCCNc1cc(Sc2ccc(C)cc2)c2nonc2c1[N+](=O)[O-]	1	i
O=C(NCCC1=CCCCC1)c1cc(S(=O)(=O)N2CCOCC2)c(Cl)cc1Cl	-20	i
Cc1cc(C)cc(NC(=O)CN(C)CC(=O)N(CC(C)C)c2c(N)n(CC(C)C)c(=O)[nH]c2=O)c1	-9	.
O=C(COC(=O)c1nn(CCO)c(=O)c2ccccc12)Nc1ccc(Cl)c(Cl)c1	-13	.
CN(C)c1ccc(N=C/C=C2\N(C)c3ccccc3C2(C)C)cc1	-19	i
NS(=O)(=O)c1ccc(NS(=O)(=O)c2ccc(Br)cc2)cc1	-22	i
Cc1ccc(S(=O)(=O)N2CCCC2C(=O)O)s1 (stereo not given)	2	i
COC(=O)c1ccc(NC(=O)c2cc(-c3ccccn3)nc3ccccc23)cc1	-12	i
COc1cc2cc(C(=O)NCCc3ccccc3)[nH]c2cc1OC	.	i
COc1ccc(N2C(N)=C(C#N)C(c3cccnc3)C3=C2CC(C)(C)CC3=O)cc1 (stereo not given)	-19	i
CSCSC1=C(C#N)C(c2ccc(Cl)cc2)C(C(C)=O)=C(C)N1 (stereo not given)	-13	i
COc1ccc(NC(=O)CN2CCC(C(N)=O)CC2)cc1	-2	i
COC(=O)c1ccc(Nc2nc(N3CCOCC3)nc(N3CCOCC3)n2)cc1	-11	i
COc1ccc(CCNC(=O)c2nnc(Cc3ccc(Cl)cc3)o2)cc1OC	-39	i
COc1ccc2c(CC(=O)NNC(=O)c3ccc(O)cc3)coc2c1	-5	.
CCSc1ccc([C@@H]2[C@@H]3C(=O)N(C)C(=O)[C@@H]3[C@]3(C(=O)OC)CCCCN23)cc1OC	8	.

Single entries from the entries so far:
`CSCCC(NC(=O)C1CCC(C)CC1)C(=O)NCCN1CCC(C)CC1` (stereo not given) @ OX1R antagonist: -27
`COc1ccc(NC(=O)CN2CCC(C(N)=O)CC2)cc1` @ OX1R antagonist: -2

Remaining list, next part:
SMILES	OX1R antagonist	CHT allo act
COc1ccc(S(=O)(=O)N2CCCCCC2)cc1C(=O)N(C)CC(=O)Nc1ccccc1Br	-38	i
Cc1c(C(=O)N2CCOCC2)[nH]c2ccc(OCc3ccccc3)cc12	-5	i
O=C(Nc1ccccc1)C1CCN(C(=O)c2ccccc2)CC1	-7	i
CCOc1ccc2nc(NC(=O)C34CC5CC(CC(NC(C)=O)(C5)C3)C4)sc2c1	.	i
O=C(CCC(=O)N/N=C/c1ccccc1O)NCc1ccccc1	-15	i
CO/N=C(\C(=O)N[C@@H]1C(=O)N2C(C(=O)O)=C(COC(C)=O)CS[C@H]12)c1csc(N)n1 (stereo in doubt)	-6&-3&2	i
CC(NC(=O)c1ccccc1Cl)C(=O)N1CCN(Cc2ccc3c(c2)OCO3)CC1 (stereo not given)	-10	.
OCCC1CN(Cc2c(O)ccc3ccccc23)CCN1CCc1ccccc1 (stereo not given)	-16	i
O=C(COC(=O)COc1ccccc1[N+](=O)[O-])NCc1ccc2c(c1)OCO2	-9	.
COc1ccccc1Nc1nc2nonc2nc1N1CCCCC1C (stereo not given)	-24	i
O=C(Nc1ccc(OC(F)F)c(Cl)c1)[C@@H]1CCCN1C(=O)c1cccs1	-28	i
COc1ccc(/C=C/C(=O)OCC(=O)c2c(N)n(C)c(=O)n(C)c2=O)c(OC)c1	-10	i

For convenience, some entries already given.
SMILES	OX1R antagonist	CHT allo act
O=C(COC(=O)COc1ccccc1[N+](=O)[O-])NCc1ccc2c(c1)OCO2	-9	.
COc1ccccc1Nc1nc2nonc2nc1N1CCCCC1C (stereo not given)	-24	i
O=C(Nc1ccc(OC(F)F)c(Cl)c1)[C@@H]1CCCN1C(=O)c1cccs1	-28	i
COc1ccc(/C=C/C(=O)OCC(=O)c2c(N)n(C)c(=O)n(C)c2=O)c(OC)c1	-10	i

The list goes on.
SMILES	OX1R antagonist	CHT allo act
Cc1ccc(OCCC(=O)OCC(=O)Nc2cc(C)cc(C)c2)cc1	-1	i
CCN(CC)C(=O)C(=O)c1c(-c2ccccc2)[nH]c2ccccc12	-14	i
O=C([O-])c1cc(-c2ccccc2)cc(-c2ccccc2)[n+]1Cc1ccccc1	-14	6.8*
Cc1csc(SCC(=O)Nc2ccccn2)n1	-2	i
CC(C)(C)NC(=O)c1cc(Cl)ccc1[N+](=O)[O-]	-6	i
S=C(NCc1cccnc1)c1ccccc1	-19	i
Cc1ccc(-c2nn(C)c(=O)c3ccccc23)cc1CNC(=O)CN1CCOCC1	-21	i
CCOC(=O)CN1CC23C=CC(O2)C(C(=O)Nc2ccc(OC)cc2OC)C3C1=O (stereo not given)	-3	i
CC(=O)c1c(C)[nH]c(C(=O)Nc2cccc(S(=O)(=O)N3CCOCC3)c2)c1C	-22	i
S=C(Nc1ccccc1Cl)NC1CCCCCC1	-8	i
COC(=O)c1ccc(CNC(=O)COC(=O)CCC2CCCC2)cc1	5	i
COc1cc2c(cc1OC)CN(C(=O)c1ccc(OC)c(S(=O)(=O)N3CCOCC3)c1)CC2	-30	i
COc1cc(/C=C/CN2CCN(CCC(C)C)C(CCO)C2)ccc1O (stereo not given)	-13	i
N#CN=C1CCCCCN1CC(N)=O	-3	i
Cc1ccc(N2C(=O)CC3(CC4C=CC3C4)C2=O)cc1 (stereo not given)	-13	i
Cc1[nH]c2ccccc2c1/C=N\NC(=O)CNc1ccc2c(c1)OCO2	-1	i
COc1ccc(N2C(=O)c3ccccc3NC2c2cccnc2)cc1 (stereo not given)	-11	i
CCN(C(=O)C12CC3CC(CC(C3)C1)C2)C1CCS(=O)(=O)C1 (stereo not given)	-8	i
O=C(C1CCN(c2ncnc3c2nc2n3CCCCC2)CC1)N1CCN(c2ccccc2F)CC1	-18	i
COc1ccccc1CNC(=O)c1cc(-c2ccccc2)n(Cc2cc(C)no2)n1	-32	i
NCCCC[C@H]1CNC(=S)N1CCc1cc(C(F)(F)F)cc(C(F)(F)F)c1	-4	i
CCOC(=O)COn1c(=O)c(-c2ccco2)[n+]([O-])c2ccccc21	-17	i
COc1cccc(NC(=O)CSCC(=O)O)c1	4	i
CCOC(=O)CSc1nnc(NC(=O)CN2CCN(C=O)CC2)s1	-14	i
O=C(CSc1nnc(-c2ccccc2)c(-c2ccccc2)n1)N1CCc2ccccc21	-19	i
COc1ccc(CNc2oc(-c3cccc4ccccc34)nc2P(=O)(OC)OC)cc1	-26	i
COc1cccc2c(=O)c(SC(F)(F)C(F)C(F)(F)F)c(C)[nH]c12 (stereo not given)	-6	i
Cc1cccc(OCC(=O)Nc2c3c(nn2C(C)(C)C)CS(=O)(=O)C3)c1	-5	i
Cc1ccccc1CC(=O)NC1CCCCCC1	-25	i
O=C(N/N=C/c1ccccc1F)C(=O)N1CCCCCC1	-7	i
O=C(N/N=C\c1cn[nH]c1-c1ccccc1)c1ccc([N+](=O)[O-])cc1	-9	i
CN(c1cccc(NC(=O)c2ccc(Cl)c(S(=O)(=O)Nc3ccccc3)c2)c1)S(C)(=O)=O	0	i
O=C(NCCc1ccccc1)C(c1cccs1)N(C(=O)c1csnn1)C1CC1 (stereo not given)	-33	i
Oc1ccc(C2N=C(c3ccccc3)NC(c3ccccc3)=N2)cc1	-18	i
CC(=O)N1c2ccc([N+](=O)[O-])cc2NC(=O)CC1C (stereo not given)	2	i
COc1ccccc1NC(=O)N1CCCC1C(=O)Nc1nnc(C(C)C)s1 (stereo not given)	-24	i
CS(=O)(=O)N1N=C(c2ccco2)CC1c1ccc(Cl)cc1Cl (stereo not given)	-18	i
Cc1ccc(CNC(=O)c2ccc3c(=O)n(CCCN4CCCC4=O)c(=S)[nH]c3c2)cc1	-31	i
O=C(CSc1nnc(-c2ccco2)o1)N1CCCCC1	-18	i
CS(=O)(=O)c1ccc2nc(NC(=O)Oc3ccccc3)sc2c1	-3	i
Cc1ccc(OCCNC(=O)C2CCCCC2)cc1	-11	i
O=C(NC(=O)N1CCSCC1)c1c(Cl)cccc1Cl	-15	i
CC(/C=N/NC(=O)Cn1cnc2c1c(=O)n(C)c(=O)n2C)=C\c1ccco1	-8	i
COc1ccc(-c2nnn(CC(=O)N(CCCN3CCOCC3)C(C(=O)NC3CCCC3)c3ccc(C)o3)n2)cc1 (stereo not given)	-28	i
C[C@H](NS(=O)(=O)c1ccccc1)C(=O)OCC(=O)NC(=O)Nc1ccc2c(c1)OCCO2	-7	i
CC(/C=C/c1ccccc1F)=N\NC(=O)c1ccc(Cl)cc1	-15	i
CCCCCC(=O)NNC(=S)NC(=O)c1cccc([N+](=O)[O-])c1	-7	i
Cc1ccc(NC(=O)CNCc2ccccc2)cc1Br	-22	i
COc1ccc(C(=O)Nc2cccc(S(C)(=O)=O)c2)cc1OC	-3	i
COCCN(CC(=O)NCc1ccc(F)cc1)C(=O)CCC(=O)Nc1ccccn1	-9	i
NC(N)=N/N=C/c1ccc(OCc2ccc(Cl)cc2)cc1	37	i
O=C(CN1C(=O)NC(CCc2ccccc2)C1=O)Nc1ccccc1C(F)(F)F (stereo not given)	-1	.
O=c1cc(N2CCCCC2)c(-c2ccccc2)nn1Cc1c(Cl)cccc1Cl	27	i
COc1ccc(C(=O)N/N=C/c2ccccc2OC(=O)c2ccccc2)cc1	-29	i
Cc1ccccc1NS(=O)(=O)c1cc(S(C)(=O)=O)ccc1C	-9	i
CCN1CCN(C(=O)c2ccc(Cl)c(S(=O)(=O)N(C)c3ccccc3)c2)CC1	-5	.
COc1cc(F)ccc1S(=O)(=O)N1CCN(Cc2ccccc2)CC1	-31	i
CCN(CC)C(=O)c1[nH]cnc1C(=O)Nc1cccc(Cl)c1	-22	.
COc1ccc(/C=N/n2cnnc2)cc1Br	-2	i
Cc1c(NC(=O)C(C)Sc2nnc(-c3ccccc3)o2)c(=O)n(-c2ccccc2)n1C (stereo not given)	-7	i
Cc1cnc(C(=O)Nc2ccccc2-c2nnn(CC(=O)NC3CCCC3)n2)cn1	-8	i
